PAD4 inh: inhibitors of human PAD4. Q9UM07. inhibition, % at 6.36 µM. 330,000 compounds, 0.41% hits. recombinant PAD4, RCA probe fluorescence polarization;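 active = percent inhibition above a cutoff equal to the mean of all tested compounds plus 3 SD, cut at about 15% in these data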;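 note: 0% = PAD4 with RCA probe and DMSO and 100% = probe without PAD4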
LYPLA1 inh: LYPLA1 (human) inhibition in PME1 counter-screen; 320,000 compounds, 0.16% hits; recombinant LYPLA1, FP-Rh probe fluorescence polarization; O75608; inhibition, % at 5.9 µM; AID 2174;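 active = inhibition above the mean of all tested compounds plus 3 SD, set per campaign, cut at about 14% in these data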;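 note: inhibitors block serine hydrolase probe labeling of LYPLA1 so polarization falls; 0% = enzyme with DMSO and 100% = wells lacking LYPLA1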
PREPL inh: inhibitors of human prolyl oligopeptidase-like enzyme PREPL. Q4J6C6. recombinant PREPL, fluorescence polarization activity-based probe. inhibition, % at 5.96 µM. 320,000 compounds, 0.68% hits. AID 2751; in the data active = inhibition above about 43%;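 note: 0% = enzyme with DMSO and 100% = wells lacking enzyme; many of its hits are not listed in these tables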
Target sequence (Q4J6C6 whole entry, looked up): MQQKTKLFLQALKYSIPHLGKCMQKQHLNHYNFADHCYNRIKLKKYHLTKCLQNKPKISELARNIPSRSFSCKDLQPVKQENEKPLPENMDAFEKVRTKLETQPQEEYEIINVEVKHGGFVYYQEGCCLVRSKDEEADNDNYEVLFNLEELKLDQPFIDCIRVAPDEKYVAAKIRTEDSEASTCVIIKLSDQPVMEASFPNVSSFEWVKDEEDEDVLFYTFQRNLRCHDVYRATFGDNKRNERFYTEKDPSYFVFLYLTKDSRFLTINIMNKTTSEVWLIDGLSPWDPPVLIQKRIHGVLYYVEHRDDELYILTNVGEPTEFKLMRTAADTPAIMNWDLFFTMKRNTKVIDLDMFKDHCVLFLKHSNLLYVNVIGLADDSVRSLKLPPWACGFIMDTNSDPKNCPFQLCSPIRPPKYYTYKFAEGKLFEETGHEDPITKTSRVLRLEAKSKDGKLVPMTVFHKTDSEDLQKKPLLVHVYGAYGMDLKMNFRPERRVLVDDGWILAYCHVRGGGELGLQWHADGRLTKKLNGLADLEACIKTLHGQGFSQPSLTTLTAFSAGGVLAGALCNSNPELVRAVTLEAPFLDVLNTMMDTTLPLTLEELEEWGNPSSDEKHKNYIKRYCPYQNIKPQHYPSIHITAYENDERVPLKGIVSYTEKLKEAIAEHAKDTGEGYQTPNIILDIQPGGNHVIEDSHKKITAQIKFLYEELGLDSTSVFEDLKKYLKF
PAFAH2 inh: inhibitors of human PAFAH2 | inhibition, % at 3.39 µM | Q99487 | recombinant PAFAH2, FP-rhodamine activity probe, fluorescence polarization | AID 492956 | 340,000 compounds, 0.99% hits;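 active = inhibition above the mean over all tested compounds plus 3 SD, cut at about 30% in these data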;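 note: inhibitors block probe labeling of enzyme so polarization drops; 0% = enzyme with DMSO and 100% = wells lacking PAFAH2 protein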
PAFAH1B2 inh: blocks human PAF acetylhydrolase 1b catalytic subunit 2; P68402; recombinant PAFAH1B2, FP-rhodamine activity probe, fluorescence polarization; inhibition, % at 3.39 µM; 340,000 compounds, 1.2% hits; AID 492953;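 active = inhibition above the mean of all tested compounds plus 3 SD, cut at about 24% in these data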;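 note: 0% = enzyme with DMSO and 100% = wells lacking PAFAH1B2; many of its hits are not listed in these tables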
Target sequence (P68402 whole entry, looked up): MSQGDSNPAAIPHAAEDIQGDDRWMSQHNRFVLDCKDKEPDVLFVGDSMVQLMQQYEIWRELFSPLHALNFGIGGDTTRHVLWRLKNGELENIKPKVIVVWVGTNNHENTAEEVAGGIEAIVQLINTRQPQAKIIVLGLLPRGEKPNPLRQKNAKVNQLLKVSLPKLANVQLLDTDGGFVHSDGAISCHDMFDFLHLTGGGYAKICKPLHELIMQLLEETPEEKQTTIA
pPAFAH inh: pPAFAH (human) enzyme inhibition | Q13093 | inhibition, % at 3.39 µM | AID 463082 | recombinant pPAFAH, FP-rhodamine probe fluorescence polarization | 330,000 compounds, 1.5% hits;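 active = inhibition above the mean inhibition across the screen plus 3 SD, cut at about 25% in these data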;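 note: inhibitors block binding of the rhodamine activity-based probe so polarization drops; 0% = enzyme with DMSO and 100% = wells lacking pPAFAH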
GSTO1 inh: GSTO1 inhibition, counter-screen for RBBP9 inhibitors. recombinant GSTO1, activity-based probe fluorescence polarization. inhibition, % at 5.96 µM. 300,000 compounds, 1.1% hits. AID 1974;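 active = inhibition above the campaign mean inhibition plus 3 SD, cut at about 35% in these data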;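 note: 0% = GSTO1-1 with DMSO and 100% = wells lacking GSTO1-1 enzyme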
PAFAH1B3 FP inh: blocks human PAF acetylhydrolase 1B catalytic subunit 3 | Q15102 | recombinant PAFAH1B3, FP-rhodamine probe, fluorescence polarization | inhibition, % at 3.39 µM | 340,000 compounds, 0.28% hits | AID 492972;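 active = inhibition above the screen-wide average of all tested compounds plus 3 SD, cut at about 25% in these data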;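 note: 0% = enzyme with DMSO only and 100% = wells lacking PAFAH1B3 protein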
LYPLA2 inh: counter-screen for PME1 inhibitors: inhibitors of human LYPLA2; O95372; inhibition, % at 5.9 µM; 320,000 compounds, 0.38% hits; AID 2177; recombinant LYPLA2, FP-Rh probe fluorescence polarization;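 active = inhibition above the screen-wide mean plus 3 SD, limit set per campaign, cut at about 26% in these data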;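 note: 0% = LYPLA2 with DMSO and 100% = wells lacking LYPLA2 enzyme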
The depositor's hits bear a star; . = no result given; & = joins results of further samples; ! = a repeat was not active. Only part of the results is shown; count on the stated rates, not on these rows.

SMILES	PAD4 inh	LYPLA1 inh	PREPL inh	PAFAH2 inh	PAFAH1B2 inh	pPAFAH inh	GSTO1 inh	PAFAH1B3 FP inh	LYPLA2 inh
O=C(O)c1ccc(C(=O)Nc2cccc(NC(=O)C3CCCO3)c2)cc1 (configuration not stated)	6	-2	15	-1	2	-4	-6	9	-5
O=C(Nc1nccs1)C12CC3CC(C1)CC(C(=O)Nc1nccs1)(C3)C2	-1	-1	6	-5	1	3	-1	1	1
CCCCCCNC(=O)N1C/C=C\C(c2ccc(OC)cc2)N(Cc2ccc(F)cc2)C(=O)C1 (configuration not stated)	1	1	-2	-3	4	-3	3	1	3
COc1ccc(NC(=S)N2CCCCCC2)cc1OC	-8	-1	19	5	3	-3	0	6	5
O=C(NCC(c1ccc(F)cc1)N1CCOCC1)c1cccnc1Sc1ccccc1Cl (configuration not stated)	5	-2	14	0	1	-1	4	2	-4
O=C(NS(=O)(=O)N1CCOCC1)C1=C(N2CCCC2)COC1=O	5	.	-2	-3	5	0	.	-7	.
Cc1cc(N2CCCC(C(=O)Nc3cccc4ccccc34)C2)n2ncnc2n1 (configuration not stated)	-1	-2	7	7	2	4	1	3	2
CSc1nsc(SCC(=O)Nc2cccc(NC(C)=O)c2)n1	-1	1	-8	-4	0	6	0	3	5
COc1cccc(/C=C/C(=O)OCC(=O)c2ccc3c(c2)NC(=O)CO3)c1	-3	-2	9	1	-8	2	.	-1	7
O=C(Nc1ccccc1)Nc1ccc(Cl)c(S(=O)(=O)N2CCOCC2)c1	-3	-13	19	-9	-6	-3	-10	-1	-12
CC(C)CN1CCN(CCCc2ccccc2)C(CCO)C1 (configuration not stated)	-4	0	-1	3	6	4	2	7	4
O=C(COC(=O)c1cccc(S(=O)(=O)N2CCc3ccccc32)c1)Nc1ncc(Cl)cc1Cl	2	-1	2	27	2	3	-2	5	-4
N#Cc1ccccc1Sc1ccccc1C(=O)OCC(=O)N1CCN(C(=O)c2ccco2)CC1	0	0	2	-4	0	4	10	4	-1
COc1ccc(OC)c(CCNC(=O)CCCC(=O)n2ncc3cc(C)ccc32)c1	1	1	12	5	6	2	-1	2	2
CC(C)Cc1nnc(NC(=O)CCC(=O)NCCc2ccccc2)s1	-7	-1	11	3	0	-1	3	-4	-2
COc1ccc(OCC(=O)Nc2c3c(nn2C(C)(C)C)CSC3)cc1	2	1	32	-4	1	8	17	3	4
COCCCNC(=O)Nc1ccc(Br)cc1Cl	6	-3	3	-5	2	3	-3	5	-1
COc1c(C)cc(C(=O)C2CCCN(Cc3ccc(Oc4ncccn4)cc3)C2)cc1C (configuration not stated)	4	0	-10	0	2	4	-2	0	5
Cc1cccc(NC(=O)CN2CCCCCC2)c1	5	1	-5	-3	4	3	2	5	5
CCN(CC)CCOc1cccc(C(C)C)c1	-1	0	0	2	-2	9	-2	8	3
COc1ccc(C(=O)Nc2cccnc2)cc1OC	3	-1	4	2	5	3	4	3	5
COC(=O)c1ccc(CSc2nc3ccccc3o2)cc1	-3	1	-17	7	-1	9	3	7	7
CC(C)(C)c1ccc(CN2C(=O)CSC2=O)cc1	2	0	12	3	1	9	1	6	0
CCN(CC(=O)NC1CCCCC1)S(=O)(=O)c1ccc(Cl)cc1	2	0	6	-5	-2	-3	15	1	4
COC(=O)c1ccc(NC(=O)CN2CCN(S(=O)(=O)c3cc(Cl)ccc3OC)CC2)cc1	-3	-4	23	1	-1	-2	5	3	1
COc1ccc(-c2c(C)n([O-])c3c([n+]2=O)CCCC3)cc1OC	-1	-1	10	.	.	-2	-1	.	-8
CCC(C)N(C(=O)CSc1nncn1C)C1CCS(=O)(=O)C1 (configuration not stated)	1	.	3	-2	3	0	.	11	.
CN1C(C(=O)NCc2cccs2)=CC(c2ccc(F)cc2)=NS1(=O)=O	-1	1	0	0	5	2	-3	4	1
COc1cc(C2OCC3C(c4ccc(OC5OC(CO)C(O)C(O)C5O)c(OC)c4)OCC23)ccc1O (configuration not stated)	6	-3	0	6	5	13	22	16	1
CC(CCC(C)C(C)(C)C)[C@@H]1CC[C@H]2C3C[C@H](OS(O)(=S)=S)[C@H]4C[C@H](OS(O)(=S)=S)[C@@H](OS(O)(=S)=S)C[C@]4(C)[C@H]3CC[C@]12C (some centres not stated) (tested in a mixture with another compound)	-36&-24	.	46*!	-33	-7	36*	.	-18	.
O=C(O)c1ccc2nc(-c3ccccc3)c(-c3ccccc3)nc2c1	-7	2	2	-2	22	6	-2	0	9
C=CCN(C(=O)c1ccccc1)c1ccc(OC)cc1	5	-4	1	-6	-2	0	6	4	0
Cc1ccsc1-c1nc(CN2CCN(C)C(=O)[C@@H]2C)c(C)o1	2	3	7	-2	-8	1	8	1	4
CCOc1ccc(C(C)=O)cc1COC(=O)c1ccc2c(c1)NC(=O)CS2	-5	-5	-34	3	-4	10	.	-1	2
Cc1ccc(C(=O)Nc2c(-c3cccs3)nc3cc(C)ccn23)cc1	-9	2	11	6	1	3	-3	2	-3
CCOc1cc(/C=N/NC(=O)C2CCCC2)ccc1O	1	3	5	-1	5	3	-5	-1	0
CN(Cc1ccccc1)c1nnc(N)s1	1	-4	-4	-5	2	-8	3	4	-7
O=C(NCc1cccnc1)/C(=C\c1ccc(-c2ccc(Cl)c(Cl)c2)o1)S(=O)(=O)c1ccccc1	-2	-22	-11	-14	-11	-3	-18	-18	-36
O=C(CCC(=O)c1cccs1)OCC(=O)c1ccc(Cl)s1	-2	3	1	2	1	16	7	-1	1
CCn1c(SCC(=O)NC2CCCC2)nnc1C(C)NC(=O)c1ccccc1F (configuration not stated)	-2	5	5	12	4	0	-7	11	-6
C=COCCCNc1ncnc2sc(-c3ccccc3)cc12	-1	-7	-15	-1	12	2	-9	7	-6
COc1ccccc1-c1nnc(NC(=O)Cc2ccccc2)o1	1	1	6	2	3	2	4	6	0
Cc1ccc(C)c(NC(=O)CN(C)C(=O)c2cc(S(=O)(=O)N3CCOCC3)ccc2N2CCCC2)c1	1	-1	6	1	-3	7	0	7	-4
Clc1ccc(N2CCN(Cc3ccco3)CC2)cc1	3	2	10	2	-2	-2	8	3	-5
Nn1c(SCC(=O)NC2CCCCCC2)nnc1C(F)(F)F	0	.	17	8	5	2	.	4	.
CCN(C[C@H]1N[C@@](CC)(C(=O)OC)[C@H]2C(=O)N(Cc3ccccc3)C(=O)[C@@H]12)C(=O)Nc1ccc(OC)cc1	0	.	39	5	2	6	.	3	.
Cc1nnc(SCC2=C(C(=O)O)N3C(=O)C(NC(=O)Cn4cnnn4)C3SC2)s1 (configuration not stated)	0	1	0	1	2	7	0	13	3
Cc1ccc(C2=N/C(=C\c3cccc(F)c3)C(=O)O2)cc1	-3	-2	-8	-1	7	-1	1	-1	6
O=C(COC(=O)c1ccc(S(=O)(=O)NCc2ccco2)cc1)Nc1ccc(OC(F)F)cc1	3	7	-5	9	1	18	-2	5	8
O=C(O)CSc1nnc(Cc2ccccc2)n1-c1ccccc1	2	1	0	-1	7	1	-1	-4	3
O=C(CNCC(=O)Nc1ccc(F)c(F)c1F)Nc1ccc(F)c(F)c1F	-3	-4	-9	-5	2	0	-6	9	-6
CCN(CC)CCN1C(=O)C2C(C(=O)Nc3ccc(Br)cc3)C3C=CC2(O3)C1C(=O)NC1CCCCC1 (configuration not stated)	0	1	26	-4	6	3	1	6	1
CCN(CC)CCNc1ncnc2c1sc1nc(N3CCOCC3)c3c(c12)CCCC3	-4	-4	24	-7	7	2	2	0	6
Brc1ccc2c(c1)C(C1=NCCN1)c1ccccc1CS2 (configuration not stated)	-2	1	17	7	1	-2	-4	10	-2
O=C(N/N=C/c1cccc(Cl)c1)C(c1ccncc1)N1CCOCC1 (configuration not stated)	3	3	6	50*	3	7	0	2	5
CCCCc1ccc(NC(=S)NCCCN2CCOCC2)cc1	-4	2	1	0	0	-2	8	2	8
COc1ccc(C)cc1N(CC(=O)Nc1cccc(N(C)S(C)(=O)=O)c1)S(C)(=O)=O	-5	1	6	2	1	8	5	3	0
C=CCSc1nc2sc3c(c2c(=O)n1CC=C)CCc1ccccc1-3	-2	2	16	-8	-6	4	3	7	3
COc1ccc(-c2noc(CCC(=O)N3CCC(C)CC3)n2)cc1	3	0	13	6	-6	2	-2	9	2
CCOc1cc(CNCCN2CCOCC2)ccc1OCc1ccccc1Cl	4	-4	16	-2	-3	6	-3	1	-8

The list continues:
SMILES	PAD4 inh	LYPLA1 inh	PREPL inh	PAFAH2 inh	PAFAH1B2 inh	pPAFAH inh	GSTO1 inh	PAFAH1B3 FP inh	LYPLA2 inh
CCCn1c(N)c(N(CCOC)C(=O)COC(=O)c2ccccc2NCCO)c(=O)[nH]c1=O	-7	1	8	0	-3	-1	-2	-1	3
COc1cc(CNn2nnnc2N)cc(Br)c1OCc1c(Cl)cccc1Cl	0	2	-8	10	0	-2	-10	3	-5
CC(=O)NC(Cc1ccc(C)cc1)C(=O)NC1CCN(C(=O)c2ccc([N+](=O)[O-])cc2)CC1 (configuration not stated)	2	6	3	5	-4	-1	-1	-10	6
O=C(O)COc1ccccc1/C=N/NC(=O)c1ccc2c(c1)OCCO2	4	-1	7	-5	-6	3	8	8	-6
COCCNC(=S)N1CCN(C)CC1	-4	0	4	1	6	-6	7	5	-3
Fc1ccc(CN2CCSCC2)cc1F	3	0	5	5	10	6	-3	7	3
CCOC(=O)C1(Cc2ccccc2)CCN(Cc2ccon2)CC1	-6	1	1	-10	0	3	3	2	7
O=C(O)[C@H](Cc1ccccc1)N1C(=O)c2c(Cl)c(Cl)c(Cl)c(Cl)c2C1=O	-2	-2	-5	22	-4	3	24	-6	3
O=C(NCc1ccccn1)Nc1cccc(NC(=O)NCc2ccccn2)c1	-1	-2	6	-3	-6	-1	3	7	2
CCOC(=O)c1[nH]c2ccccc2c1N=C(C)N(CC)CC	0	2	1	-6	2	0	1	9	4
Cc1cccc2c1-c1sc(C(=O)NCCCN3CCc4ccccc4C3)cc1CO2	-1	-5	27	3	5	5	-8	0	-12
CC1CN(CCOc2ccccc2[N+](=O)[O-])CC(C)O1 (configuration not stated)	-4	1	-7	-1	0	-3	-1	-1	4
COC(=O)C1=C(C)Nc2[nH]c(=S)[nH]c(=O)c2C1c1ccc(OC)cc1 (configuration not stated)	0	-2	-1	-2	3	12	7	6	5
CC1(C)Cc2nc3sc(C(=O)NCCCO)c(N)c3cc2CS1	0	4	15	-8	3	1	14	8	8
O=C(N1CCCCC1)N1CCCN(C(=O)N2CCCCC2)CC1	1	-2	0	4	12	3	0	-1	4
Cc1cccc(CC2CC(=O)N(C3CCCCC3)C2=O)c1 (configuration not stated)	1	-6	6	0	4	3	-1	1	-1
Cc1ncc2c(n1)-c1cc(F)ccc1SC2	-4	0	14	2	6	-1	-3	9	10
CN(c1nc2nonc2nc1NC1CC1)C1CCOC1 (configuration not stated)	1	-1	-2	1	0	0	2	1	-1

Looked up by structure from above, 3 records:
SMILES	PAD4 inh	LYPLA1 inh	PREPL inh	PAFAH2 inh	PAFAH1B2 inh	pPAFAH inh	GSTO1 inh	PAFAH1B3 FP inh	LYPLA2 inh
CCN(CC)CCNc1ncnc2c1sc1nc(N3CCOCC3)c3c(c12)CCCC3	-4	-4	24	-7	7	2	2	0	6
COc1ccc(OC)c(CCNC(=O)CCCC(=O)n2ncc3cc(C)ccc32)c1	1	1	12	5	6	2	-1	2	2
COc1ccccc1-c1nnc(NC(=O)Cc2ccccc2)o1	1	1	6	2	3	2	4	6	0

Screening results (PubChem BioAssay)
